MT1-MMP act inh: MT1-MMP (human) activation inhibition. HT1080 RFP-PRO-GFP cells, GFP/RFP ratio fluorescence, overnight; percent of plate control window, DMSO zero. GFP/RFP ratio change, % at 20 µM. actives 0.061% (n = 360,000);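 active = GFP/RFP ratio change of at least 30% with cell ATP level not reduced by more than half and red fluorescence within 50% of control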; note: strong numbers were not always called active
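Assay system: HT1080 RFP-PRO-GFP cells. Benchmarks: DMSO vehicle wells and RFP-L50D-GFP reporter cell wells. Times: overnight cell settling, then overnight compound exposure, 37 °C, 5% CO2. Compound: 20 µM single dose, 1% DMSO. Read-out basis: GFP/RFP fluorescence ratio.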
Rpn11 block: blocks the human proteasome subunit Rpn11; calls only at 20 µM; human 26S proteasome, Ub4-pepOG fluorescence polarization; 20S core pre-blocked with epoxomicin; O00487; actives 0.59% (n = 360,000);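 active = inhibition at 20 µM, scaled to each plate's controls, above about 33%, limit read from the data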
Target sequence (O00487 whole entry, looked up): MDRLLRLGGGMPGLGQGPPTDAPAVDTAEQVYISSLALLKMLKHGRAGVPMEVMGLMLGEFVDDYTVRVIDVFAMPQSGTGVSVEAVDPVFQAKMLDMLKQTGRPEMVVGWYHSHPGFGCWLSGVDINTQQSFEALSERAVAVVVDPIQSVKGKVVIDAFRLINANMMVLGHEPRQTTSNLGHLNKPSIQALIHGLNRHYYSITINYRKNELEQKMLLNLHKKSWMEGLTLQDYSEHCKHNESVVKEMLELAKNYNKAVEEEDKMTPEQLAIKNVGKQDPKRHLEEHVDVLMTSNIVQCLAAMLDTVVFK
eLon inh: E. coli protease La inhibition. purified E. coli Lon protease, fluorescence polarization. AID 602123. inhibition, % at 7.94 µM. actives 0.42% (n = 360,000). P0A9M0; in the data active = inhibition above about 13%, passing the limit was not always enough;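 note: 0% = enzyme with probe and DMSO and 100% = no enzyme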
CSN inh: blocks human CSN-mediated cullin deneddylation. Purified CSN, SCF-Nedd8-OG deneddylation, fluorescence polarization. Q92905. AID 651999. actives 0.38% (n = 360,000). inhibition, % at 12.5 µM;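 active = pattern-corrected inhibition above about 35%, with an unprinted fluorescence ratio check between 0.5 and 1.5, limit read from the data, passing the limit was not always enough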;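 note: 0% = enzyme with substrate and 100% = substrate without enzyme; some results filed as inactive read as strong as hits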
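Schedule: reaction 90 min, room temperature / Assay system: HEK293T-derived human Csn5 enzyme / Input: Csn5 at 0.24 nM final / Measure: inhibition of Csn5 cleavage, % / Control set: substrate-only high control, full reaction low control / Technique: fluorescence polarization of the substrate / Buffer or medium: Tris/NaCl/DTT buffer, pH 7.5 / Reagent: SCFSkp2-Nedd8OG substrate at 10 nM final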
PABP1 MLLE inh: blocks PAM2 peptide binding to the PABP1 MLLE domain; inhibition, % at 20 µM; actives 0.36% (n = 360,000); GST-MLLE / FITC-PAM2 fluorescence polarization; in the data active = inhibition above about 35%, passing the limit was not always enough;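 note: plate controls were DMSO wells with GST-MLLE for no effect and wells lacking GST-MLLE protein for full effect; some results filed as inactive read as strong as hits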
Target sequence (P11940 whole entry, looked up, the tested form may be a part): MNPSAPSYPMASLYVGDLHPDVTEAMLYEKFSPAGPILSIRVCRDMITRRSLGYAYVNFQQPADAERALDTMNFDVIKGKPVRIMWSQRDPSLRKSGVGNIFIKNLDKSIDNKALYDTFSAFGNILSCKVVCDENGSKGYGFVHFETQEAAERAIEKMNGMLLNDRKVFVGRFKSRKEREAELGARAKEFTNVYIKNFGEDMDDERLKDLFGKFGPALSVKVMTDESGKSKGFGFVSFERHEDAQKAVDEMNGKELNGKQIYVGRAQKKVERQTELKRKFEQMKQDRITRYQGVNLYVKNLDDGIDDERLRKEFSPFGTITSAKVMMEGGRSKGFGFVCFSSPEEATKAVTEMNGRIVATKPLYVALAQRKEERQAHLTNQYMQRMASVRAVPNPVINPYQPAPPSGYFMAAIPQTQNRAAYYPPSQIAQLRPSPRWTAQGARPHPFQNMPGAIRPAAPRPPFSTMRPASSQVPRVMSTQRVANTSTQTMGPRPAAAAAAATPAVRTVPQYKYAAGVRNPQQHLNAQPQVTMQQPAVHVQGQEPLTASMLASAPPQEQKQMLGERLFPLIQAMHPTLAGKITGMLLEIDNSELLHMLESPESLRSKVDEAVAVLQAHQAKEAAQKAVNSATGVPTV
FAS-TE inh: inhibitors of human fatty acid synthase thioesterase domain | actives 0.67% (n = 360,000) | AID 602261 | P49327 | inhibition, % at 15 µM | recombinant FAS-TE, OMFH fluorogenic substrate, fluorescence endpoint;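 active = compounds whose normalised, plate-corrected inhibition of enzyme fluorescence in the single-dose primary screen is 50% or more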;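 note: 0% = DMSO with enzyme and 100% = substrate without enzyme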
MsrA inh: bovine MsrA inhibition. purified bovine MsrA, absorbance read-out. inhibition, % at 15.5 µM. actives 0.75% (n = 360,000). AID 651718; in the data active = inhibition above about 4.5%;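 note: 0% = vehicle wells with enzyme and 100% = reference inhibitor wells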
Rin1-Abl PPI inh: inhibitors of human Rin1-Abl protein interaction. P00519+Q13671. TR-FRET Rin1/Abl binding, biochemical. inhibition, % at 7.35 µM. actives 0.4% (n = 360,000). AID 588664; in the data active = inhibition above about 5%, passing the limit was not always enough
bovine MsrA act: bovine methionine sulfoxide reductase A activation; activation, % at 10.6 µM; AID 602163; purified bovine MsrA, absorbance read-out; actives 0.3% (n = 360,000); in the data active = activation above about 7.5%;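 note: 0% = vehicle and 100% = reference activator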
An asterisk follows results filed as active; i = inactive; . = not tested or not shown; + = active, no number. Some of the compounds tested; count on the stated rates, not on these rows.

entry	SMILES	MT1-MMP act inh	Rpn11 block	eLon inh	CSN inh	PABP1 MLLE inh
1	CCC1(NS(=O)(=O)c2ccc(N)cc2)C(=O)N(C)C(=O)N(C)C1=O	-1	i	-12	4	-2
2	O=C(c1ccccc1F)c1cn(CC(=O)N2CCCC2)c2ccccc12	3	i	-6	1	-2
3	O=C1NCN(c2ccccc2)C12CCN(C(c1cccc3ccccc13)c1nnnn1Cc1ccccc1)CC2 (centres undefined)	0	i	-1	-6	5
4	COc1cc2c(cc1O)CC1c3c(cc(O)c(OC)c3-2)CCN1C (centres undefined)	-2	i	-11	4	7
5	C=CCN1C(=O)NC(=O)/C(=C\c2ccc(-c3ccccc3[N+](=O)[O-])o2)C1=O	0	i	4	0	24
6	Cc1cc(OCC(=O)N2CCC(C(=O)O)(c3ccccc3)CC2)c2c(C)c(C)c(=O)oc2c1	6	i	-10	2	-4
7	Fc1cccc(-c2ccc3c(c2)CNCc2cnnn2-3)c1	2	i	2	-1	-18
8	Cc1ccc(S(=O)(=O)NC(Cc2cnc[nH]2)C(=O)O)cc1 (centres undefined)	4	i	-2	-3	-2
9	CCC(C)n1c(O)c(C=NC(C)c2ccccc2)c(=O)[nH]c1=S (centres undefined)	2	i	-3	-3	13
10	COc1cccc(N2C(=O)NC(=O)/C(=C\c3ccc([N+](=O)[O-])s3)C2=O)c1	-36	i	-22	3	-13
11	CC/C(=N\N1CCCCCC1)c1c(O)n(-c2ccc(C)cc2)c(=O)[nH]c1=O	-5	i	2	-3	-7
12	CC1CN1c1cc2c(c3c1ccn3C)C1CCC2C1 (centres undefined)	1	i	-6	4	16

entry	FAS-TE inh	MsrA inh	Rin1-Abl PPI inh	bovine MsrA act
1	-7	0.1	5	-3
2	0	1.8	1	-5
3	79*	0.6	4	-2
4	-4	9.7*	2	-1
5	-11	-0.1	1	-11
6	0	0.9	5	-5
7	-2	-0.7	1	-2
8	-9	0.3	0	-4
9	-5	0.8	-1	-2
10	2	1.8	-1	-1
11	-6	0.3	-2	-4
12	-7	-0.5	0	0

Reprinted from the part before: 2 entries; new compounds follow.
entry	SMILES	MT1-MMP act inh	Rpn11 block	eLon inh	CSN inh	PABP1 MLLE inh
11	CC/C(=N\N1CCCCCC1)c1c(O)n(-c2ccc(C)cc2)c(=O)[nH]c1=O	-5	i	2	-3	-7
12	CC1CN1c1cc2c(c3c1ccn3C)C1CCC2C1 (centres undefined)	1	i	-6	4	16
13	CCCCCCC(C)(C)c1ccc([C@@H]2C[C@H](O)CC[C@H]2CCCO)c(O)c1	-3	i	-1	2	9
14	Cc1cc(C(=O)N2CCC3(CC2)OCCO3)cs1	2	i	1	0	0
15	N#CC1=C(N)Oc2cc(O)ccc2C1c1ccc2c(c1)OCO2 (centres undefined)	-4	i	0	-9	3
16	CCOc1ccc(C2C(C#N)=C(N)Oc3c2c(=O)oc2ccccc32)cc1 (centres undefined)	2	i	2	-5	7
17	O=c1[nH]c(O)c(C=NC2CCCCC2)c(=O)[nH]1	-3	i	-9	-2	2
18	O=C(NC1(C(F)(F)F)Oc2ccc(Cl)cc2O1)N1CCC2(CC1)OCCO2 (centres undefined)	5	i	2	2	9
19	O=c1[nH]c(O)c(Cc2ccc3c(c2)OCO3)c(=O)[nH]1	-1	i	-3	1	9
20	O=C(c1ccc(F)cc1)C(Cc1ccccc1)N1CCCCC1 (centres undefined)	0	i	3	-3	0
21	COc1ccc(CC2c3cc(OC)c(OC)cc3CCN2C)cc1O (centres undefined)	-2	i	-6	-4	-23
22	O=c1[nH]c(O)c(C=Nc2cc(F)cc(F)c2)c(=O)[nH]1	-2	i	1	2	-1
23	C[C@@H]1CN([C@H](C)CO)C(=O)CCCn2cc(nn2)CO[C@H]1CN(C)C(=O)Oc1ccc2ccccc2c1	4	i	5	-3	11
24	Cc1ccc(-n2c(O)c(/C=C/C=Nc3ccccc3)c(=O)[nH]c2=O)cc1	-63	i	-269	27	9

entry	FAS-TE inh	MsrA inh	Rin1-Abl PPI inh	bovine MsrA act
11	-6	0.3	-2	-4
12	-7	-0.5	0	0
13	29	-0.8	1	-2
14	-7	-0.4	1	1
15	10	0.1	-3	-1
16	3	0.4	2	-2
17	-3	-1.1	0	0
18	-7	-0.7	-2	-3
19	-5	0.8	-3	-3
20	2	0.1	3	-9
21	-6	0.3	0	-2
22	-4	-0.8	2	-7
23	-8	.	-3	-3
24	-16	3.2	-4	-7

A second format for part of the listing above:
item	smiles	MT1-MMP act inh	Rpn11 block	eLon inh	CSN inh	PABP1 MLLE inh	FAS-TE inh	MsrA inh	Rin1-Abl PPI inh	bovine MsrA act
9	CCC(C)n1c(O)c(C=NC(C)c2ccccc2)c(=O)[nH]c1=S (centres undefined)	2	i	-3	-3	13	-5	0.8	-1	-2
17	O=c1[nH]c(O)c(C=NC2CCCCC2)c(=O)[nH]1	-3	i	-9	-2	2	-3	-1.1	0	0
6	Cc1cc(OCC(=O)N2CCC(C(=O)O)(c3ccccc3)CC2)c2c(C)c(C)c(=O)oc2c1	6	i	-10	2	-4	0	0.9	5	-5
18	O=C(NC1(C(F)(F)F)Oc2ccc(Cl)cc2O1)N1CCC2(CC1)OCCO2 (centres undefined)	5	i	2	2	9	-7	-0.7	-2	-3
14	Cc1cc(C(=O)N2CCC3(CC2)OCCO3)cs1	2	i	1	0	0	-7	-0.4	1	1

Further results follow:
entry	SMILES	MT1-MMP act inh	Rpn11 block	eLon inh	CSN inh	PABP1 MLLE inh
25	C=CCC1(CCCCC)C(=O)NC(=S)NC1=O	0	i	-3	-4	24
26	CC1CCCCN1Cc1ccc(Cl)nc1 (centres undefined)	7	i	-4	-5	11
27	Cc1cc(OC(C)C(=O)NCc2ccncc2)c2c3c(c(=O)oc2c1)CCCC3 (centres undefined)	3	i	8	-3	-2
28	O=P(NS(=O)(=O)c1ccc(Cl)cc1)(Oc1ccccc1)Oc1ccccc1	.	i	4	3	1
29	COc1ccccc1N1CCN(Cc2c(F)cccc2Cl)CC1	2	i	-3	2	-4
30	O=C1NC(=O)N(c2ccc3c(c2)OCO3)C(=O)/C1=C/c1ccc(N2CCCC2)o1	-79	.	i	42*	-169
31	CN(C)C(=O)Oc1ccc(Cl)c2ccccc12	3	i	-7	5	3
32	CN1CCN(CCC(=O)OC2CC3CCC(C2)N3C)CC1 (centres undefined)	-2	i	-8	-2	7
33	CCNc1ccc(P(=S)(N(C)C)N(C)C)cc1	5	i	-1	-2	23
34	OC(CN1CC=C(c2ccccc2)CC1)c1ccccc1 (centres undefined)	-3	i	-8	5	-17
35	C=CCn1c(O)c(C(C)=Nc2ccc(C(=O)OCC)cc2)c(=O)[nH]c1=O	-3	i	-1	-7	-7
36	CC(CCc1ccccc1)NC(C)C(O)c1ccc(O)cc1 (centres undefined)	-2	i	3	5	0

entry	FAS-TE inh	MsrA inh	Rin1-Abl PPI inh	bovine MsrA act
25	-1	0.7	-2	-1
26	-4	0.5	1	-4
27	0	0.6	-5	-1
28	26	-0.7	-2	-2
29	2	0.3	1	-1
30	-10	1.2	-17	-4
31	-4	2.2	-3	-2
32	-10	0.6	-1	-2
33	-4	.	0	-10
34	-1	-0.3	1	1
35	-8	-0.1	2	2
36	-1	1.0	0	-2

Continued.
entry	SMILES	MT1-MMP act inh	Rpn11 block	eLon inh	CSN inh	PABP1 MLLE inh
37	COC(=O)C1=C(c2ccc(S(C)(=O)=O)cc2)C[C@@H]2CC[C@H]1N2C(=O)NC1CC1	-1	i	2	-4	4
38	CCOC(=O)c1ccc(N2C(=O)CC(N3CCC(C#N)(c4ccccc4)CC3)C2=O)cc1 (centres undefined)	-2	i	-5	2	-3
39	O=C(c1cccn2c(=O)c3ccccc3nc12)N1CCC2(CC1)OCCO2	3	i	-5	-6	1
40	C[N+]12CCC(CC1)C(C#N)(N1CCOCC1)C2 (centres undefined)	-4	i	0	2	-114
41	CCc1ccc(CN2CCN(C(=O)Cc3ccccc3)CC2)cc1	9	i	-4	-4	-1
42	CC12CN3CC(C)(CN(C1)P3(=O)Oc1ccccc1)C2=O (centres undefined)	5	i	-11	3	9
43	O=C(C1CCN(S(=O)(=O)c2ccccc2)CC1)N1CCC2(CC1)OCCO2	6	i	-5	6	6
44	N#CC(C#N)=Cc1ccc(C=C(C#N)C#N)cc1	-5	+	-18	18	-99
45	O[C@H]1[C@H](O)[C@@H](O)CN2CC[C@H](O)[C@H]12	-3	i	-8	0	2
46	CS(=O)(=O)c1ccc(C2=C(CNC(=O)c3nccs3)[C@H]3CC[C@@H](C2)N3Cc2ccccc2)cc1	0	i	-1	-2	-9
47	COc1cc(Br)c(CNCCc2ccc3c(c2)OCO3)cc1OC	0	i	6	0	2
48	Nc1ccccc1C(=O)OCc1ccc([N+](=O)[O-])cc1	-2	i	-10	-1	9

entry	FAS-TE inh	MsrA inh	Rin1-Abl PPI inh	bovine MsrA act
37	-10	-0.5	-1	-1
38	13	-1.4	-1	0
39	-5	3.4	-3	-5
40	-10	-0.7	-1	-4
41	-2	-0.3	0	-3
42	-1	-0.5	-6	-2
43	-5	-0.3	-1	-3
44	-3	-0.4	-2	-2
45	-2	1.4	-3	-2
46	-6	-1.0	0	-2
47	2	1.3	0	-1
48	15	0.1	2	-5

Additional structures follow:
entry	SMILES	MT1-MMP act inh	Rpn11 block	eLon inh	CSN inh	PABP1 MLLE inh
49	Cc1c(C)c2ccc(OCC(=O)N3C[C@H]4C[C@@H](C3)c3cccc(=O)n3C4)c(C)c2oc1=O	7	i	-4	-1	17
50	CCC(C(=O)Nc1ccc(Cl)cc1)N1CCCC1=O (centres undefined)	3	i	9	0	8
51	CCN(CC)CCNCc1nc2ccccc2c(=O)n1-c1ccc(F)cc1	11	i	-4	-5	-15
52	O=C(c1ccc(CNS(=O)(=O)c2ccccc2)cc1)N1CCC2(CC1)OCCO2	2	i	5	-2	11
53	O=c1c2ccccc2[se]n1-c1ccccc1	-9	i	1	-2	37*
54	CCOC(=O)c1c(-n2c(C)cc(/C=C3/C(=O)NC(=O)N(CC)C3=O)c2C)sc2c1CCCC2	-2	i	-16	8	20
55	Cc1cccc(CCNCc2cc3cc(C)cc(C)c3[nH]c2=O)c1	-7	i	-2	-2	-3
56	CN(C)P(=S)(Nc1ccccc1)C(Cl)(Cl)Cl (centres undefined)	1	i	-3	-9	17
57	CN1C[C@H](CO)C[C@@H]2c3cccc4[nH]cc(c34)C[C@H]21	-2	i	3	-2	7
58	CC(C(=O)c1ccccc1)N1C(=O)c2ccccc2C1=O (centres undefined)	4	i	-8	-3	-15

entry	FAS-TE inh	MsrA inh	Rin1-Abl PPI inh	bovine MsrA act
49	-5	1.8	-3	1
50	-8	-1.0	1	-6
51	-11	0.4	-2	-4
52	-2	-0.2	-3	-4
53	-4	-0.2	-1	20*
54	-17	2.6	-4	-10
55	-1	1.6	0	-3
56	4	-1.0	-1	-1
57	-3	3.2	-2	0
58	-6	0.0	0	-1

Screening data from PubChem.
